From PubChem
LmPK inh: inhibitors of Leishmania mexicana pyruvate kinase; Q27686; purified LmPK, Kinase-Glo ATP luminescence, 1 h; Potency, µM (top dose mostly 57.5 µM), without a hit: top-dose activity change, negative = inhibition, actives largely listed as inhibitors; actives 0.37% (n = 290,000); further: potency means the concentration at half of the fitted maximal effect
Target sequence (Q27686 whole entry, looked up): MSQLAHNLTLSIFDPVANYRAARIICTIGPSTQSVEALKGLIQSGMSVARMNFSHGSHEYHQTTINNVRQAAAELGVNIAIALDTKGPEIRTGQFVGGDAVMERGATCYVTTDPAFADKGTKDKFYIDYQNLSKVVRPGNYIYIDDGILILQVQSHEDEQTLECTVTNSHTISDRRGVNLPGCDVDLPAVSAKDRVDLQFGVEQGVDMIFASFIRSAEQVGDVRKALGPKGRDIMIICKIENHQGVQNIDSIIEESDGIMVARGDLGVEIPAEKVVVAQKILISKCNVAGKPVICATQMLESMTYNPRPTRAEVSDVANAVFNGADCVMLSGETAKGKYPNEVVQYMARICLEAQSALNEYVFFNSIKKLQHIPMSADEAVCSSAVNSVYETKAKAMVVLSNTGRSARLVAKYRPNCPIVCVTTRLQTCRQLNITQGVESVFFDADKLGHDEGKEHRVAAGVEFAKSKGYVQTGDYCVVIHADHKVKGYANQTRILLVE
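qHTS format; LmPK 0.1 nM; substrates PEP 0.5 mM and ADP 0.1 mM. One-hour room-temperature incubation, then coupled luciferase luminescence; 0.5 nM enzyme wells mark activation.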
AmpC no deterg: blocks E. coli AmpC beta-lactamase in detergent-free assay; P00811; AmpC nitrocefin hydrolysis, absorbance 480 nm, 0.0001% Triton; Potency, µM (highest dose often 57.1 µM), without a hit: top-dose activity change, negative = inhibition, actives largely listed as inhibitors; actives 0.52% (n = 330,000); AID 485341;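 further: potency means the concentration at half of the fitted maximal effect; plate controls were no compound for no effect and no enzyme for full effect; nearly all actives have a fitted effect of over 20% in size; some results filed as inactive show a strong effect at the top dose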
Target sequence (P00811 whole entry, looked up): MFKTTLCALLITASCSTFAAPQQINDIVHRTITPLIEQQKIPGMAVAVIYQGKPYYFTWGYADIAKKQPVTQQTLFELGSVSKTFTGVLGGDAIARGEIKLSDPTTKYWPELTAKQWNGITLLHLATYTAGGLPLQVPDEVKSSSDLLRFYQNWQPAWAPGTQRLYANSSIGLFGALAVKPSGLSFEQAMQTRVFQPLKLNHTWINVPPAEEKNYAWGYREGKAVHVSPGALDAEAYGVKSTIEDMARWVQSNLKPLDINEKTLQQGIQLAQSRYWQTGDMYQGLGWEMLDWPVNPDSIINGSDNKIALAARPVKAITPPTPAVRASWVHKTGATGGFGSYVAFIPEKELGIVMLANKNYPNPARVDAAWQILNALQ
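20 mM phosphate pH 7.0 + 0.01% (detergent screen) or 0.0001% Triton X-100; 5.3 nM AmpC reagent; cpd preinc 15 min RT; nitrocefin (800 uM stock) to start; A480 q20 s × 4 min; Activity was normalised to no-enzyme and no-compound control wells.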
AMA1-RON2 inh: inhibitors of Plasmodium falciparum AMA1-RON2 interaction; Potency, µM (series often up to 58.2 µM), inactives show at the top dose activity change, negative = inhibition, most hits filed as inhibitors; AlphaScreen AMA1-biotinylated RON2 peptide binding; actives 0.2% (n = 360,000);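 further: potency means the concentration at half of the fitted maximal effect; 0% = vehicle wells and -100% = peptide control; nearly all actives have a fitted effect of over 45% in size; some results filed as inactive show a strong effect at the top dose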
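AMA1 (3D7) with his tag at 25 nM final met compounds first, then biotinylated RON2 peptide at 25 nM; detection used donor plus acceptor beads, 10 µg/mL apiece, read by AlphaScreen after 30 min at room temperature.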
Tb PYK inh: blocks Trypanosoma brucei pyruvate kinase | actives 0.12% (n = 410,000) | Potency, µM (titrated, usually from 76.8 µM), without a hit: at the top dose activity, negative = inhibition, hits mostly inhibitors | TbPYK enzyme, Kinase-Glo Plus ATP luminescence, 45 min | Q57TT1; further: potency means the concentration at half of the fitted maximal effect; nearly all actives have a fitted effect of over 50% in size
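Luminescent Kinase-Glo Plus end-point after 45 min room-temperature reaction of T. brucei pyruvate kinase started with 130 uM ADP (final). Buffer TEA 50 mM pH 7.2 with KCl, MgCl2, BSA, Tween-20; titration-based qHTS with fitted concentration-effect curves.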
Sm TGR inh: blocks Schistosoma mansoni thioredoxin glutathione reductase. Q962Y6. purified TGR, DTNB reduction, TNB absorbance 405 nm. Potency, µM (top dose mostly 114 µM), inactives show at the top dose activity change, negative = inhibition, hits mostly inhibitors. actives 3% (n = 360,000). AID 485364; further: potency means the concentration at half of the fitted maximal effect; nearly all actives have a fitted effect of over 60% in size
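First, TGR (20 nM dispensed) and NADPH were mixed with compound. Second, a 15 min room-temperature incubation followed. Third, further NADPH and then DTNB were added to start the reaction. Finally, TNB absorbance was monitored kinetically.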
AmpC detergent: AmpC beta-lactamase inhibition with detergent present; P00811; AmpC hydrolysis of nitrocefin, absorbance 480 nm, 0.01% Triton; Potency, µM (doses to about 114 µM), without a hit: at the top dose activity change, negative = inhibition, hits mostly inhibitors; actives 0.041% (n = 370,000);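 further: potency means the concentration at half of the fitted maximal effect; 0% = no-compound wells and -100% = no-enzyme wells; nearly all actives have a fitted effect of over 25% in size; some results filed as inactive show a strong effect at the top dose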
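AmpC (5.3 nM in the dispensed reagent) in 20 mM phosphate pH 7.0 with 0.01% (detergent screen) or 0.0001% Triton X-100 was preincubated with compounds for 15 min at room temperature. Nitrocefin was then added from an 800 uM solution, and hydrolysis was followed at 480 nm.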
HCMV inh: blocks human cytomegalovirus replication | HFF cells, HCMV-luciferase reporter, 72 h; active compounds read low | actives 4.5% (n = 410,000) | activity change, negative = inhibition, % at 57.5 µM; in the data active means activity change below about -60%; inconclusive means no clear call, values can overlap the other calls; inactive means above about -39%
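Human foreskin fibroblasts infected with luciferase-reporter HCMV at MOI 1 PFU/cell, compounds at two doses. Luciferase measured 72 h post infection; normalized to buffer-only basal and Salinomycin (10uM) controls.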
Active calls of the source: *; ? = inconclusive; nt = not tested or not shown; & = joins results of further samples; [ ] = dose if it differs, or a comment. Unless noted, the call rests on the fitted dose curve; in most records, active means well fitted curve in the direction sought with a large enough effect; inconclusive means small, poorly fitted or top-dose-only effect, or another doubt; inactive means no such curve, though single readings can be large; an effect the other way counts as inactive or inconclusive. Unless noted, on the % scale 0 is the no-effect control and ±100 the full control effect.

The line under a structure holds: Sm TGR inh	Tb PYK inh	HCMV inh	AmpC no deterg	AmpC detergent	LmPK inh	AMA1-RON2 inh
COc1ccccc1OCC(=O)Nc1ccc(N2CCCCC2)cc1
 : 0%	0%	34	-20%[11.4 µM]	-9%	-1%	-16%
Cn1c(C(=O)N2CCCC(C(=O)NCc3cccs3)C2)cc2sccc21 (stereo not given)
 : -2%	0%	15	27%	-8%	3%	0%
CCN(CCCNC(=O)CCCN1C(=O)COc2ccc(C)cc21)c1cccc(C)c1
 : 1%	2%	-15	124%[activator]	-8%	4%	-12%
OCCN(CCO)c1nc(-c2ccccc2)nc2c1oc1ccccc12
 : -1%	2%	-29	13%	1%	4%	-7%
COCCCNC(=O)C1CCN(C(=O)c2cnn(-c3ccccc3)c2-n2cccc2)CC1
 : 11%	-5%	0	nt	13%	nt	nt
O=C(CC1C(=O)NCCN1Cc1cccc(F)c1)NC1CCCCCC1 (stereo not given)
 : ?	-2%	-20	21%	-15%	-1%	4%
O=S(=O)(Cc1ccccc1)Nc1ccc(Br)cn1
 : nt	1%	-27	-24%	2%	1%	0%
CC(C)C[C@@H](CN)NC(=O)c1nc[nH]c1C(=O)N[C@@H](C)C(=O)CNC[C@H](CC(C)C)NC(=O)c1nc[nH]c1C(=O)N[C@@H](CC(=O)O)C(=O)O
 : nt	6%	-21	nt	nt	nt	82%[activator]
CN(C)S(=O)(=O)c1ccc(N2CCCC2)c(C(=O)Nc2ccccc2N2CCOCC2)c1
 : -12%	4%	14	7%	?	1%	-1%
O=C(Nc1ccc(S(=O)(=O)N2CCc3ccccc32)cc1)C(F)(F)F
 : -20%	1%	-14	-9%	0%	-1%	4%
S=c1nc(-c2csc3c2CCCC3)[nH][nH]1
 : 35µM*	?	?	-50%	1%	-2%	85%[activator]
NC(=O)COC(=O)c1ccc2noc(-c3ccccc3)c2c1
 : ?	2%	nt	8%	0%	-4%	2%
CCOc1ccc(C(=O)c2cn(CC(=O)Nc3ccc(Cl)cc3)c3cc4c(cc3c2=O)OCO4)cc1
 : -4%	6%	-2	nt	6%	nt	nt
CCOC(=O)Cn1cc(/C=C(\C#N)C(=O)N2CCOCC2)c2ccccc21
 : -2%	-3%	-7	-2%	4%	3%	21%
Cn1c2ccsc2c2ncn(Cc3ccccc3F)c(=O)c21
 : 3%	2%	-5	-15%&-6%	-13%	nt	nt

(more compounds)
The line under a structure holds: Sm TGR inh	Tb PYK inh	HCMV inh	AmpC no deterg	AmpC detergent	LmPK inh	AMA1-RON2 inh
COc1cc(/C=N/n2c(C)n[nH]c2=S)ccc1OCc1ccc(F)cc1
 : 3%	?	-34	-24%	-1%	-1%	1%
CC(=O)N1CCN(C(=O)c2ccc(OC3CCN(CCc4ccccc4)CC3)cc2)CC1
 : ?	-1%	0	14%	-1%	-5%	9%
CC(C)(C)OC(=O)NCCc1nnc(SCC(=O)Nc2cccc(Cl)c2)o1
 : -27%	-6%	14	27%	?	0%	-5%
CCOC(=O)/C(=C/Nc1ccccc1)[N+](=O)[O-]
 : -15%	-3%	-14	-24%	?	-5%	-5%
CC1(O)c2ccccc2C(=O)N1CCc1ccccc1F (stereo not given)
 : 1%	4%	46	-5%	-2%	-2%	-2%
Cc1ccc(NC(=O)CN2C(=O)S/C(=C\c3ccccn3)C2=O)cc1
 : nt	4%	-9	2%	-6%	-1%	0%
Cc1ccc(C(C(=O)NC2CCCCC2)N(Cc2ccco2)C(=O)C2COc3ccccc3O2)o1 (stereo not given)
 : -16%	4%	6	1%	-9%	1%	-8%
O=C(Cn1nc(Cc2cccnc2)c2ccccc2c1=O)NCC1COc2ccccc2O1 (stereo not given)
 : -16%	-1%	21	9%	?	10%	14%
COc1cc(Cl)c(NC(=O)c2cc3ccccn3n2)c(OC)c1
 : -1%	-5%	55	nt	4%	nt	nt
Cc1cc(C)c(Cn2c(=O)n(Cc3ccccc3)c(=O)c3c(C)c(C)sc32)c(C)c1
 : -6%	0%	-5	nt	24%	nt	nt
O=C(CCCCCN1C(=O)c2ccccc2C1=O)Nc1nccs1
 : -3%	-7%	-4	-34%	-14%	3%	0%
COc1ccccc1N1CCN(C(CNS(=O)(=O)c2ccccc2)c2cccnc2)CC1 (stereo not given)
 : -26%	-10%	nt	55%	?	9%	-2%
CC(=O)Nc1ccc(S(=O)(=O)Oc2cccc(/C=C3\SC(N)=NC3=O)c2)cc1
 : -1%	?	24	-59%	3%	-1%	14%
O=C(O)c1[nH]c2ccccc2c1C(c1cc(Br)ccc1O)c1c(C(=O)O)[nH]c2ccccc12
 : -16%	0%	69	-18%	-13%	0%	-9%
OCC1(CCc2ccccc2)CCN(Cc2cc(F)ccc2-n2cccn2)CC1
 : 31%	0%	-2	65%[activator]	-3%	7%	-1%

Additional records
The line under a structure holds: Sm TGR inh	Tb PYK inh	HCMV inh	AmpC no deterg	AmpC detergent	LmPK inh	AMA1-RON2 inh
Cc1ccc(CNC(=O)CCC(=O)n2ncc3cc(C)ccc32)cc1
 : -1%	-1%	-30	-5%	-12%	-3%	1%
CC(C)(C)Cc1nnc(NC(=O)c2ccc([N+](=O)[O-])cc2)s1
 : 3%	7%	51	-21%	-9%	-1%	5%
CCSc1nnc(NC(=O)c2cc3c(s2)CCCC3)s1
 : 1%	1%	31	-26%	8%	8%	0%
Clc1ccc(OCCCN2CCc3ccccc3C2)c(Br)c1
 : -23%	2%	66	7%	-4%	1%	4%
O=C(Nc1cc(Oc2ccccc2)cc([N+](=O)[O-])c1)C12CC3CC(C1)CC(n1cnc(Cl)n1)(C3)C2
 : 8%	6%	47	-24%	-8%	2%	-20%
Cc1c(C(=O)NC2CCCc3ccccc32)oc2ccc(S(=O)(=O)N3CCOCC3)cc12 (stereo not given)
 : 10%	-1%	-6	-2%	-13%	1%	6%
COCCNC(=O)CN1C(=O)CSc2ccc(S(=O)(=O)N3CCOCC3)cc21
 : 7%	0%	34	-1%	4%	5%	13%
Cc1ccc(CSCc2ccc(C(=O)NC3CC3)o2)cc1
 : -5%	-1%	0	17%	7%	4%	-12%
CCNc1ccc(C(=O)OCC(=O)c2cc(C)n(Cc3ccc4c(c3)OCO4)c2C)cc1[N+](=O)[O-]
 : -10%	-9%	-38	-35%	-1%	7%	-13%[2.32 µM]
O=C(NCc1ccc(Cl)cc1)c1ccc(-c2ccc(F)c(F)c2)c2ccoc12
 : nt	-1%	-9	nt	nt	nt	15%
COC(=O)[C@H](Cc1ccccc1)NC(=O)NCc1ccccc1OC
 : 3%	-1%	15	-2%	-2%	-4%	0%
COc1ccc(-c2nc3cc(NC(=O)COc4ccc(C)c(C)c4)ccc3o2)cc1
 : 1%	-9%	44	nt	18%	nt	nt
Fc1ccc(COc2ccc(Cl)cc2/C=N/Nc2nc(N3CCCC3)nc(N3CCCC3)n2)cc1
 : 0%	0%	-6	-26%	?	6%	-4%
CN(C)CCCOc1ccc2c(c1)Sc1ccccc1CC2=O
 : -17%	-11%	-17	48%	2%	-1%	-10%
O=C(Nc1c2c(nn1-c1cccc(Cl)c1)CS(=O)(=O)C2)C1CC1
 : -15%	-4%	-19	-9%	11%	-8%	-1%

Next section:
The line under a structure holds: Sm TGR inh	Tb PYK inh	HCMV inh	AmpC no deterg	AmpC detergent	LmPK inh	AMA1-RON2 inh
CCOC(=O)C1CCc2sc(N)c(C#N)c21 (stereo not given)
 : -17%	-10%	-16	-26%	-11%	-4%	-9%
COc1ccccc1NC(=O)COc1ccc(C(=O)NC2CCCc3ccccc32)cc1OC (stereo not given)
 : -5%	1%	?	-33%	3%	3%	22%
Cc1csc2nc(COc3ccc(NC(=O)C(C)C)cc3)cc(=O)n12
 : 1%	4%	37	nt	15%	nt	nt
N=C1C(c2nc3ccccc3[nH]2)=C(O)CN1C1CCCCC1
 : -16%	1%	32	-17%	0%	-1%	48%[activator]
O=C(CCCOc1ccc(Cl)cc1Cl)Nc1ccccc1C(=O)O
 : 6%	-4%	-27	-29%	-1%	-4%	?
CN(C)CC(=O)Nc1nc(-c2ccccc2)cs1
 : 5%	4%	113	-16%	1%	-11%	57%[activator]
O=C(NCc1ccc(Cl)cc1Cl)c1ccc2nc[nH]c2c1
 : -7%	-8%	-21	-25%	2%	2%	2%
COC(=O)CN1C(=O)C(O)(CC(=O)c2ccc(C)cc2)c2ccccc21 (stereo not given)
 : 0%	-6%	-9	-19%	?	-1%	-2%
Cc1cccc(C)c1NC(=O)CN1CCN(C(=O)c2ccc(OCc3cn4ccccc4n3)cc2)CC1
 : nt	6%	-19	61%[activator]	nt	nt	-14%
CN1C(C(=O)c2ccccc2)=C(N)c2ccccc2S1(=O)=O
 : 0%	-4%	65	-18%	4%	-7%	-7%
CC1(C)CC(=NOC(=O)c2ccccc2)CC(C)(C)N1
 : 2%	2%	10	-28%	-8%	-15%	0%
O=C(N1CCOCC1)N1CCN(S(=O)(=O)c2ccc(Cl)cc2)CC1
 : -3%	4%	-3	22%	-5%	-3%	-2%
Cc1nn(Cc2ccccc2Cl)c2sc(C(=O)OC3CCCC3=O)cc12 (stereo not given)
 : 0%	8%	-2	58%	-18%	1%	-4%
CC(NC(=O)C1CCN(S(=O)(=O)Cc2ccccc2)CC1)c1ccccc1 (stereo not given)
 : -5%	-10%	26	nt	-3%	nt	nt
CN(C)S(=O)(=O)c1ccc2c(c1)c(=O)c(C(=O)N1CCN(c3cccc(Cl)c3)CC1)cn2C
 : -2%	-5%	-7	nt	0%	nt	nt

Remaining list, next part
The line under a structure holds: Sm TGR inh	Tb PYK inh	HCMV inh	AmpC no deterg	AmpC detergent	LmPK inh	AMA1-RON2 inh
OCC#CC[N+]1(CC#Cc2ccccc2)CCCC1
 : 0%[57.1 µM]	2%	20	-7%	2%	-1%	3%
CCOc1ccc(NC(=O)COC(=O)CCC(=O)c2cccs2)cc1
 : -8%	1%	13	-11%	-16%	nt	18%
O=C(CNc1ccc(Br)cc1)Nc1ccc(S(=O)(=O)N2CCCCC2)cc1
 : nt	4%	22	nt	nt	nt	-7%
O=C(CSc1oc(-c2ccc(F)cc2)nc1S(=O)(=O)c1ccccc1)c1ccc(Cl)cc1
 : -12%	-5%	-7	nt	6%	nt	nt
CCOc1ccc(-n2c(N)c(C(=O)NCc3ccco3)c3nc4ccccc4nc32)cc1
 : 50µM*	6%	nt	-22%	-1%	5%	0%
